High-throughput results deposited in PubChem BioAssay by several laboratories.
DNA FID counter: fluorescent intercalator displacement, NS3 helicase counter-screen; DNA fluorescent intercalator displacement, fluorescence; inhibition, % at 7.9 µM; 0.17% of 290,000 active; AID 1845; in the data active = inhibition above about 37%;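 also: 0% = vehicle and 100% = reference compound; higher means more ethidium bromide displaced from hairpin DNA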
NS3 helicase inh: inhibitors of Hepatitis C virus NS3 helicase. inhibition, % at 10.9 µM. NS3 helicase DNA unwinding, Cy5 molecular beacon fluorescence. 0.56% of 290,000 active;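 active = inhibition above the mean of all tested compounds plus 3 SD, set per campaign, cut at about 35% in these data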;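 also: 0% = DMSO wells and 100% = thioflavine S control wells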
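System: NS3 helicase fragment of HCV / Schedule: 1 h at 25 °C / Control set: DMSO alone as 0% and 110 µM thioflavine S as 100% / Reagent: Cy5/quencher beacon DNA duplex and ATP to start / Technique: Cy5 fluorescence / Replication: singlicate / Evaluation: % inhibition of end-to-start signal ratio versus controls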
UBC9 SUMO inh: inhibitors of human SUMOylation (UBC9). inhibition, % at 35 µM. AID 2006. 0.36% of 290,000 active. HTRF SUMOylation assay, SAE1/SAE2 + UBC9, in vitro; in the data active = inhibition above about 50%, passing the limit was not always enough; also: strong numbers were not always called active
Target sequence (P63279 whole entry, looked up): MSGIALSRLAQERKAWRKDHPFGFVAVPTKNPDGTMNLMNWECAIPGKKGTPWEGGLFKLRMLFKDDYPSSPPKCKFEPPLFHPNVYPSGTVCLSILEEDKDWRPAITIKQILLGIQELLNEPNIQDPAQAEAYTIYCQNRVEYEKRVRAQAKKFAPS
NALP1 inh: NALP1 inhibition | S. cerevisiae NALP1/ASC/caspase-1 growth, X-gal OD620, 72 h | 0.61% of 280,000 active | AID 2071 | inhibition, % at 10 µM; in the data active = inhibition mostly above about 24%, no sharp cut-off; inactive = mostly below about 32%; also: some compounds called inactive have numbers as strong as hits
IMP-1 inh: inhibitors of Pseudomonas aeruginosa IMP-1 metallo-beta-lactamase. purified IMP-1, nitrocefin hydrolysis, epi-absorbance fluorescence. inhibition, % at 5.6 µM. 0.45% of 290,000 active. AID 1556;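 active = inhibition above the mean plus 3 SD of all compounds in the same screening run, cut at about 4.5% in these data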;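 also: 0% = IMP-1 with DMSO and 100% = DMSO wells lacking enzyme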
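Material – recombinant IMP-1 enzyme, purified · Amount – IMP-1 0.2 nM before substrate addition · Medium – HEPES buffer pH 7.1 with ZnSO4 and Brij 35 · Timing – 25 °C, 15 min preincubation, 25 min reaction · Measured by – plate fluorescence quenching by hydrolysis product, ex 480/em 530 nm · Read-out – percent enzyme inhibition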
VIM-2 inh: inhibitors of Pseudomonas aeruginosa VIM-2 metallo-beta-lactamase; purified VIM-2, nitrocefin hydrolysis, epi-absorbance fluorescence; AID 1527; 0.89% of 290,000 active; inhibition, % at 5.6 µM;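 active = inhibition above the mean of all tested compounds plus 3 SD, cutoff set per screening run, cut at about 7.5% in these data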;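 also: red hydrolysis product quenches plate fluorescence so inhibitors raise well fluorescence; 0% = enzyme with DMSO and 100% = DMSO without enzyme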
MEKK2wt PB1 HTS: raises or lowers MEK5 binding to wildtype human MEKK2 PB1 domain; binding response (% of control), % at 10 µM; bead flow cytometry, Alexa488-MEK5 binding to MEKK2 WT; actives lie on both sides; Q9Y2U5; 1.1% of 290,000 active; in the data active = binding response below about 67% or above about 130%
M18AAP inhibitor: PfM18AAP enzyme inhibition | recombinant PfM18AAP, H-Glu-NHMec fluorogenic cleavage | inhibition, % at 7.35 µM | 1.2% of 290,000 active;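 active = inhibition above the campaign mean inhibition over all tested compounds plus 3 SD, cut at about 28% in these data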;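 also: 0% = plate median of test compound wells and 100% = 2 mM ZnCl2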
MEKK2 mut-MEK5: signal of MEK5 binding to mutant human MEKK2 PB1 domain | bead flow cytometry, Alexa488-MEK5 binding to MEKK2 mutant | percent response, % at 10 µM | 0.35% of 290,000 active | AID 1530; in the data active = percent response above about 24%, passing the limit was not always enough; also: inactives centre near 1; some results filed as inactive read as strong as hits
Starred values were filed as active, the others as inactive.

How did CC(C)Nc1nc(SC(C)C(=O)Nc2ccccc2)nc(N(C)C)n1 (stereo not drawn) do in these assays?
DNA FID counter: -27; NS3 helicase inh: -6; UBC9 SUMO inh: -21; NALP1 inh: 13; IMP-1 inh: -2.5; VIM-2 inh: -3.4; MEKK2wt PB1 HTS: 102; M18AAP inhibitor: 3; MEKK2 mut-MEK5: 1

Results for C=C(C)[C@H]1CC=C(C)/C(=N/NC(=O)CNc2ccccc2OC)C1 ?
DNA FID counter: -5; NS3 helicase inh: -6; UBC9 SUMO inh: -3; NALP1 inh: 4; IMP-1 inh: -2.0; VIM-2 inh: -2.9; MEKK2wt PB1 HTS: 82; M18AAP inhibitor: -1; MEKK2 mut-MEK5: -7

Results for O=C(CC(c1ccccc1)c1cc(Cl)ccc1O)NCCCN1CCOCC1 (stereo not drawn) ?
DNA FID counter: 8; NS3 helicase inh: -8; UBC9 SUMO inh: 0; NALP1 inh: 20; IMP-1 inh: -1.9; VIM-2 inh: -1.9; MEKK2wt PB1 HTS: 112; M18AAP inhibitor: 5; MEKK2 mut-MEK5: 12

What do the screens show for `O=C1OCCC1Sc1nc(-c2ccccc2)cs1` (stereo not drawn)?
DNA FID counter: -2; NS3 helicase inh: -4; UBC9 SUMO inh: 15; NALP1 inh: 27; IMP-1 inh: -3.4; VIM-2 inh: -4.5; MEKK2wt PB1 HTS: 99; M18AAP inhibitor: 3; MEKK2 mut-MEK5: 6

How did N#Cc1c(Nc2ccccc2)sc(C(=O)c2ccc(F)cc2)c1N do in these assays?
DNA FID counter: -4; NS3 helicase inh: 4; UBC9 SUMO inh: 15; NALP1 inh: 28; IMP-1 inh: 0.1; VIM-2 inh: 0.0; MEKK2wt PB1 HTS: 99; M18AAP inhibitor: -3; MEKK2 mut-MEK5: -1

What do the screens show for `O=S(=O)(c1ccc(OCC(O)CN2CCCCC2)cc1)N1CCOCC1` (stereo not drawn)?
DNA FID counter: 2; NS3 helicase inh: -3; UBC9 SUMO inh: 7; IMP-1 inh: -5.3; VIM-2 inh: -2.3; MEKK2wt PB1 HTS: 107; M18AAP inhibitor: -8; MEKK2 mut-MEK5: 3

Results for O=C(c1ccco1)N1CCN(c2ncnc3scc(-c4ccccc4)c23)CC1 ?
DNA FID counter: -51; NS3 helicase inh: 21; UBC9 SUMO inh: -12; NALP1 inh: 21; IMP-1 inh: -3.1; VIM-2 inh: -3.7; MEKK2wt PB1 HTS: 108; M18AAP inhibitor: -1; MEKK2 mut-MEK5: 3

How did O=C(CSCc1ccc(F)cc1)NCc1ccco1 do in these assays?
DNA FID counter: -4; NS3 helicase inh: -5; UBC9 SUMO inh: 8; NALP1 inh: 51; IMP-1 inh: -4.0; VIM-2 inh: -7.8; MEKK2wt PB1 HTS: 99; M18AAP inhibitor: 1; MEKK2 mut-MEK5: -8

Results for C/C(=N/NC(=O)c1ccc(C)s1)c1cccc(NC(=O)c2ccoc2C)c1 ?
DNA FID counter: -22; NS3 helicase inh: 6; UBC9 SUMO inh: 14; NALP1 inh: 3; IMP-1 inh: -3.0; VIM-2 inh: -1.8; MEKK2wt PB1 HTS: 106; M18AAP inhibitor: -17; MEKK2 mut-MEK5: 6

Results for CCC(C(=O)NCCC(C)C)N(Cc1ccccc1Cl)C(=O)c1snc(C(N)=O)c1N (stereo not drawn) ?
DNA FID counter: -30; NS3 helicase inh: 13; UBC9 SUMO inh: -2; NALP1 inh: 6; IMP-1 inh: 0.7; VIM-2 inh: 3.4; MEKK2wt PB1 HTS: 93; M18AAP inhibitor: -2; MEKK2 mut-MEK5: -4

Results for CC1CCC(NC(=O)CCS(=O)(=O)c2ccc3c(c2)NC(=O)C(C)S3)CC1 (stereo not drawn) ?
DNA FID counter: -40; NS3 helicase inh: -1; UBC9 SUMO inh: 2; NALP1 inh: 11; IMP-1 inh: -2.8; VIM-2 inh: -3.0; MEKK2wt PB1 HTS: 94; M18AAP inhibitor: -3; MEKK2 mut-MEK5: 1

How did O=C(Nc1ccc(S(=O)(=O)Nc2ccccc2)cc1)c1ccc(CN2CCOCC2)cc1 do in these assays?
DNA FID counter: 13; NS3 helicase inh: -26; UBC9 SUMO inh: -5; NALP1 inh: 6; IMP-1 inh: -3.9; VIM-2 inh: -3.1; MEKK2wt PB1 HTS: 99; M18AAP inhibitor: -2; MEKK2 mut-MEK5: -3

What do the screens show for `O=C(O)CSCC(=O)N1CCc2c([nH]c3ccccc23)C1C(F)(F)F` (stereo not drawn)?
DNA FID counter: -15; NS3 helicase inh: 4; UBC9 SUMO inh: 8; NALP1 inh: 24; IMP-1 inh: -0.2; VIM-2 inh: -0.6; MEKK2wt PB1 HTS: 103; M18AAP inhibitor: -13; MEKK2 mut-MEK5: 0

How did O=S(=O)(c1ccc(F)cc1)N1CCN(S(=O)(=O)c2cccs2)CC1 do in these assays?
DNA FID counter: -5; NS3 helicase inh: -8; UBC9 SUMO inh: 3; NALP1 inh: 10; IMP-1 inh: 0.0; VIM-2 inh: -2.1; MEKK2wt PB1 HTS: 107; M18AAP inhibitor: -3; MEKK2 mut-MEK5: 3

Results for CCOc1ccc(C(C)=O)cc1N1C(=O)C2C3C=CC(C3=C(C)C)C2C1=O (stereo not drawn) ?
DNA FID counter: -21; NS3 helicase inh: -2; UBC9 SUMO inh: 2; NALP1 inh: 0; IMP-1 inh: -4.1; VIM-2 inh: 0.1; MEKK2wt PB1 HTS: 101; M18AAP inhibitor: -50; MEKK2 mut-MEK5: -5

For convenience, 4 of the compounds above.
How did O=C(Nc1ccc(S(=O)(=O)Nc2ccccc2)cc1)c1ccc(CN2CCOCC2)cc1 do in these assays?
DNA FID counter: 13; NS3 helicase inh: -26; UBC9 SUMO inh: -5; NALP1 inh: 6; IMP-1 inh: -3.9; VIM-2 inh: -3.1; MEKK2wt PB1 HTS: 99; M18AAP inhibitor: -2; MEKK2 mut-MEK5: -3

What do the screens show for `O=C(O)CSCC(=O)N1CCc2c([nH]c3ccccc23)C1C(F)(F)F` (stereo not drawn)?
DNA FID counter: -15; NS3 helicase inh: 4; UBC9 SUMO inh: 8; NALP1 inh: 24; IMP-1 inh: -0.2; VIM-2 inh: -0.6; MEKK2wt PB1 HTS: 103; M18AAP inhibitor: -13; MEKK2 mut-MEK5: 0

How did O=S(=O)(c1ccc(F)cc1)N1CCN(S(=O)(=O)c2cccs2)CC1 do in these assays?
DNA FID counter: -5; NS3 helicase inh: -8; UBC9 SUMO inh: 3; NALP1 inh: 10; IMP-1 inh: 0.0; VIM-2 inh: -2.1; MEKK2wt PB1 HTS: 107; M18AAP inhibitor: -3; MEKK2 mut-MEK5: 3

Results for CCOc1ccc(C(C)=O)cc1N1C(=O)C2C3C=CC(C3=C(C)C)C2C1=O (stereo not drawn) ?
DNA FID counter: -21; NS3 helicase inh: -2; UBC9 SUMO inh: 2; NALP1 inh: 0; IMP-1 inh: -4.1; VIM-2 inh: 0.1; MEKK2wt PB1 HTS: 101; M18AAP inhibitor: -50; MEKK2 mut-MEK5: -5

(more compounds)
Results for COc1cc(Cl)ccc1OCc1cc(C(=O)N(C)CCc2cnn(C)c2)no1 ?
DNA FID counter: -49; NS3 helicase inh: 2; UBC9 SUMO inh: 9; NALP1 inh: 33; IMP-1 inh: -4.3; VIM-2 inh: -3.1; MEKK2wt PB1 HTS: 100; M18AAP inhibitor: 1; MEKK2 mut-MEK5: 2

Results for CCN(C(=O)COC(=O)c1cc(C)n(-c2ccc(F)cc2)c1C)C1CCS(=O)(=O)C1 (stereo not drawn) ?
DNA FID counter: -6; NS3 helicase inh: 2; UBC9 SUMO inh: 11; NALP1 inh: 23; IMP-1 inh: -0.7; VIM-2 inh: -0.5; MEKK2wt PB1 HTS: 99; M18AAP inhibitor: -16; MEKK2 mut-MEK5: 0

What do the screens show for `Cc1cccc(C)c1NC(=O)CNc1ccccc1`?
DNA FID counter: -2; NS3 helicase inh: -7; UBC9 SUMO inh: 3; IMP-1 inh: -7.1; VIM-2 inh: -4.3; MEKK2wt PB1 HTS: 84; M18AAP inhibitor: -15; MEKK2 mut-MEK5: -9

Results for CCCNC(=O)CCn1cc(-c2ccc(OC)cc2)nc1-c1ccncc1 ?
DNA FID counter: -13; NS3 helicase inh: 21; UBC9 SUMO inh: 8; NALP1 inh: 18; IMP-1 inh: -2.7; VIM-2 inh: -0.6; MEKK2wt PB1 HTS: 101; M18AAP inhibitor: 0; MEKK2 mut-MEK5: -2

What do the screens show for `CCOc1ccc(-c2nnc(SCC(=O)O)n2Cc2ccccc2)cc1`?
DNA FID counter: -38; NS3 helicase inh: 8; UBC9 SUMO inh: 3; NALP1 inh: 3; IMP-1 inh: -2.6; VIM-2 inh: -2.3; MEKK2wt PB1 HTS: 102; M18AAP inhibitor: 9; MEKK2 mut-MEK5: 3

Results for C#CCSc1nc(=O)c2cccnc2n1-c1ccc(C)cc1 ?
DNA FID counter: -9; NS3 helicase inh: 4; UBC9 SUMO inh: 9; NALP1 inh: 8; IMP-1 inh: -2.5; VIM-2 inh: -1.5; MEKK2wt PB1 HTS: 105; M18AAP inhibitor: 5; MEKK2 mut-MEK5: 2

Results for Cc1ccc(C(N)=O)cc1S(=O)(=O)Nc1cccc(C)c1C ?
DNA FID counter: 2; NS3 helicase inh: -2; UBC9 SUMO inh: -8; NALP1 inh: 3; IMP-1 inh: -2.4; VIM-2 inh: -4.9; MEKK2wt PB1 HTS: 96; M18AAP inhibitor: 1; MEKK2 mut-MEK5: -2

What do the screens show for `Cc1c(Cl)cccc1NC(=O)CNC(=O)c1ccc(F)cc1`?
DNA FID counter: -1; NS3 helicase inh: 2; UBC9 SUMO inh: 12; NALP1 inh: 20; IMP-1 inh: -2.8; VIM-2 inh: -1.5; MEKK2wt PB1 HTS: 105; M18AAP inhibitor: 0; MEKK2 mut-MEK5: 2

How did COc1ccc(-n2c(CN3CCN(Cc4ccccc4)CC3)nc3ccc([N+](=O)[O-])cc3c2=O)c(OC)c1 do in these assays?
DNA FID counter: 6; NS3 helicase inh: -18; UBC9 SUMO inh: 9; NALP1 inh: -32; IMP-1 inh: 0.4; VIM-2 inh: -1.0; MEKK2wt PB1 HTS: 102; M18AAP inhibitor: 5; MEKK2 mut-MEK5: -2

Results for Cc1ccc(-c2c3c(=O)n(C)c(=O)n(C)c3cn2N2CCOCC2)cc1 ?
DNA FID counter: -6; NS3 helicase inh: 14; UBC9 SUMO inh: 21; NALP1 inh: 24; IMP-1 inh: -0.2; VIM-2 inh: -0.1; MEKK2wt PB1 HTS: 99; M18AAP inhibitor: -4; MEKK2 mut-MEK5: 1

What do the screens show for `CCCCOC(=O)/C=C/c1ccc(OC(=O)OC)c(OC(=O)OC)c1`?
DNA FID counter: 3; NS3 helicase inh: -2; UBC9 SUMO inh: 1; NALP1 inh: 17; IMP-1 inh: -2.0; VIM-2 inh: -2.6; MEKK2wt PB1 HTS: 108; M18AAP inhibitor: -6; MEKK2 mut-MEK5: 7
